Screens from PubChem BioAssay.
H1N1 NS1A inhibition – H1N1 influenza NS1A inhibitors, functional cell based assay (AID 504329). NS1A functional cell-based assay, percent inhibition; higher % means a stronger effect. inhibition, % at 12.5 µM; hits with a dose series show IC50 in µM. hit rate 0.3% among 340,000; in the data active = a potency from the dose series; inconclusive = inhibition above about 27% without an active follow-up result; also: strong numbers were not always called active
VEEV TC-83 Vero – inhibitors of VEEV TC-83 cytopathic effect, confirmation, Vero cells (AID 588727); one-dose inhibition, % at 20 µM; IC50 in µM for titrated hits; Vero cells, VEEV TC-83 cytopathic effect inhibition; higher % means a stronger effect; hit rate 0.13% among 350,000; in the data active = a potency from the dose series; inconclusive = inhibition mostly from about 14% at the one dose, without a potency; inactive = the rest, 99 in 100 with inhibition below about 12%; also: strong numbers were not always called active
H37Rv inhibition – M. tuberculosis growth inhibition, HTS (AID 449762); M. tuberculosis H37Rv growth inhibition, 7H9 media; higher % means a stronger effect; one-dose inhibition, % at 25 µM; IC50 in µM for titrated hits; hit rate 0.59% among 330,000; in the data active = a potency from the dose series; inconclusive = inhibition above about 70% without an active follow-up result;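 also: bacterial growth assessed after seven days of incubation; strong numbers were not always called active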
M. tuberculosis – growth inhibition of non-replicating M. tuberculosis (AID 488890) | Mycobacterium tuberculosis non-replicating, growth inhibition; higher % means a stronger effect | one-dose inhibition, % at 25 µM; IC50 in µM for titrated hits | hit rate 0.39% among 320,000; in the data active = a potency from the dose series; inconclusive = inhibition mostly from about 82% at the one dose, without a potency; inactive = the rest, 99 in 100 with inhibition below about 76%;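 also: plate controls were DMSO cells for no effect and high antibiotic wells for full effect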
PhoP GFP inhibition – PhoP regulon inhibitors, Salmonella typhi PhoP promoter GFP reporter, confirmatory (AID 1850); Salmonella Typhi PhoP-promoter GFP reporter, fluorescence, 4 h; higher % means a stronger effect; one-dose inhibition, % at 50 µM; IC50 in µM for titrated hits; hit rate 0.33% among 310,000; in the data active = a potency from the dose series; inconclusive = inhibition mostly from about 25% at the one dose, without a potency; inactive = the rest, 99 in 100 with inhibition below about 19%;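 also: 0% = induced wells with vehicle and 100% = uninduced wells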
VEEV TC-83 Vero 10K pilot screen – recorded beside VEEV TC-83 Vero, whose call it bears; inhibition, %; measured here: 10K pilot screen inhibition
* marks the source's active call; other numbers are inactive results; i = inactive; ? = inconclusive; / = not tested or not shown; & = joins results of further samples.

The first four records (preview)
SMILES | H1N1 NS1A inhibition | VEEV TC-83 Vero | H37Rv inhibition | M. tuberculosis | PhoP GFP inhibition | others
Cc1cc(C)nc(Nc2nc(=O)c3ccccc3s2)n1 | 3% | 9.9% | -7% | 4% | 4%
COc1cc(OC)nc(NC(=O)NS(=O)(=O)c2ccc(OC(F)(F)F)cc2)n1 | 9% | 0.0% | -5% | -11% | 5%
O=S(=O)(c1ccc(Cl)c2ccccc12)N1CCCC1 | 2% | i | 4% | 82% | 5%
COCc1c(Br)c(C)nc2sc3c(=O)[nH]nnc3c12 | -8% | 1.8% | -5% | -1% | 5%

The listing, repeating the preview:
SMILES | H1N1 NS1A inhibition | VEEV TC-83 Vero | H37Rv inhibition | M. tuberculosis | PhoP GFP inhibition | others
Cc1cc(C)nc(Nc2nc(=O)c3ccccc3s2)n1 | 3% | 9.9% | -7% | 4% | 4%
COc1cc(OC)nc(NC(=O)NS(=O)(=O)c2ccc(OC(F)(F)F)cc2)n1 | 9% | 0.0% | -5% | -11% | 5%
O=S(=O)(c1ccc(Cl)c2ccccc12)N1CCCC1 | 2% | i | 4% | 82% | 5%
COCc1c(Br)c(C)nc2sc3c(=O)[nH]nnc3c12 | -8% | 1.8% | -5% | -1% | 5%
COc1ccc(Cl)cc1NC(=O)CNc1ccccc1N1CCOCC1 | -6% | 1.6% | -1% | -3% | 7%
CCOC(=O)Cc1nnc(NC(=O)c2ccccc2OCC)s1 | 0% | 11% | 1% | -2% | -7%
COc1ccccc1N(C)S(=O)(=O)c1ccc(Cl)c(C(=O)NCc2cccnc2)c1 | -11% | 1.7% | -1% | 1% | -2%
O=C(CC(C(=O)O)c1ccccc1)Nc1ccccc1 (centres undefined) | -5% | 2.0% | 1% | -8% | 1%
CC(=O)N(C(C)=O)N1C(=O)c2cccc3c(N4CCOCC4)ccc(c23)C1=O | 2% | 1.1% | 8% | 8% | -10%
CN(C)/C=C/C(=O)c1ccc2noc(-c3ccc(F)cc3)c2c1 | 2% | 6.7% | 7% | 6% | 10%
CC1Cc2ccccc2N1C(=O)CCNS(=O)(=O)c1ccc2c(c1)CCC(=O)N2 (centres undefined) | -1% | 3.5% | -18% | 9% | -4%
COc1ccc(N2CCN(C(=O)[C@@H](NC(=O)c3cc(OC)cc(OC)c3)C(C)C)CC2)cc1 | 2% | i | 0% | -15% | -7%
Cc1ccc(NC(=S)N(CCN(C)C)Cc2cc3cc(C)cc(C)c3[nH]c2=O)cc1 | 10% | 3.7% | 6% | 25% | -3%
Cc1ccc(N(Cc2ccccc2)C(=O)c2cccc(F)c2)cc1 | 1% | 1.1% | -1% | -2% | -2%
COc1ccc(S(=O)(=O)NCc2ccc(C(=O)NCCCN3CCCC(C)C3)cc2)cc1 (centres undefined) | -4% | 1.2% | 3% | -10% | 1%
COCCNC(=O)COc1ccc(Nc2ccccc2)cc1 | 2% | 0.3% | -12% | 77% | 11%
Cc1cc(C)n(C(=O)COc2ccccc2[N+](=O)[O-])n1 | 4% | 0.8% | -6% | -13% | 0%
O=C(O)CCn1cc(C(=O)O)c(-c2ccccc2)n1 | -4% | 0.0% | 3% | -3% | 4%
O=C(NCc1ccco1)c1ccc(S(=O)(=O)N2CCCc3ccccc32)cc1 | -3% | 0.9% | -1% | -1% | 5%
O=C(NC12CC3CC(CC(C3)C1)C2)OCCNC1CCCCC1 | 1% | i | -2% | 33% | -7%
COc1ccc(CNCCC(c2ccc(F)cc2)c2ccc(OC(C)C)cc2)cc1OC (centres undefined) | 16% | i | ? | 76% | -4%
Cc1nn2c(-c3ccccc3)c(-c3ccccc3)nc2[nH]c1=O | -10% | 0.2% | 0% | 19% | 10%
CN(C)CCSc1nnc2[nH]c3ccccc3c2n1 | 6% | 0.1% | 0% | -15% | 11%
CCn1c(=O)cc(N2CCN(Cc3ccccc3)CC2)[nH]c1=O | 0% | 1.8% | -4% | -1% | 3%
CCc1cc(C(=O)N2CCN(c3ccccc3OC)CC2)sc1C | 9% | 2.3% | 3% | 14% | -4%

Reprinted from the part before: 2 compounds, followed by the next part.
SMILES | H1N1 NS1A inhibition | VEEV TC-83 Vero | H37Rv inhibition | M. tuberculosis | PhoP GFP inhibition | others
CCn1c(=O)cc(N2CCN(Cc3ccccc3)CC2)[nH]c1=O | 0% | 1.8% | -4% | -1% | 3%
CCc1cc(C(=O)N2CCN(c3ccccc3OC)CC2)sc1C | 9% | 2.3% | 3% | 14% | -4%
COC(=O)c1ccccc1NC(=O)c1nc(S(=O)(=O)Cc2ccccc2)ncc1Cl | -5% | ? | 3% | 34% | 2%
COc1cccc(NC(=O)Cn2cc3c(n2)CCCCC3)c1 | -2% | 1.1% | -7% | 40% | -21%
COc1cc2c3c(c1OC)Oc1ccc(cc1)C[C@H]1c4c(cc(OC)c(OC)c4Oc4ccc(cc4)C[C@@H]3N(C)CC2)CCN1C | 0% | 7.4% | 4% | 59% | /
CCc1nn2c(NCCCO)cc(C)nc2c1-c1ccc(F)cc1 | -25% | 0.8% | 7% | 3% | -3%
COCON1C(=O)CN(C(C)=O)C1c1ccc(Cl)cc1Cl (centres undefined) | 0% | 0.7% | -6% | -9% | 5%
CC(C)(C)c1cc(-c2n[nH]c(=S)n2-c2ccccc2F)n[nH]1 | -3% | 5.1% | 0% | -6% | -9%
CCn1c(CCC(N)=O)nnc1SCC(=O)Nc1cccc(S(=O)(=O)N2CCCC2)c1 | -9% | 0.7% | 2% | -7% | /
CC(C)(C)c1csc(NC(=O)CSc2nc3ccccc3c(=O)[nH]2)n1 | -5% | 1.6% | -1% | 46% | -15%
COc1cc([N+](=O)[O-])ccc1NC(=O)CN1CCc2cc(OC)c(OC)cc2C1 | 0% | 1.4% | 7% | 23% | 8%
O=C(Nc1ccc(Cl)c(Cl)c1)c1ccccc1NC(=O)C1CC=CCC1C(=O)O (centres undefined) | -1% | 0.1% | 7% | 15% | 1%
COc1ccccc1CNC(=O)c1cc(-c2ccncc2)nc2c(Cl)cccc12 | -3% | 7.8% | -13% | 16% | -5%
CN(C)c1ccc(C(=S)N2CCNCC2)cc1 | 3% | i | -3% | 6% | 0%
CN1C(=O)C(=Cc2ccccc2OS(=O)(=O)c2ccccc2)C(=O)N(C)C1=O | 10% | 0.2% | -1% | 66% | -5%
COc1ccc(NC(=O)NS(=O)(=O)c2ccc(C)cc2)c(OC)c1 | -3% | i | 69% | 71% | 0%
Oc1c(C=C2N=c3ccccc3=N2)sc(=S)n1C1CCCCC1 | -5%&-7% | 1.3%&0.6% | 10%&3% | 33%&14% | -6%&0%
CS(=O)(=O)N1CCN(C(=O)C(Sc2ccccc2)c2ccccc2)CC1 (centres undefined) | 0% | 0.3% | -4% | 1% | -10%
COc1ccc(CNCC(=O)Nc2sccc2C#N)cc1 | / | / | -7% | 8% | 1%
Cc1nc(-c2ccc(NS(=O)(=O)c3ccccc3)cc2)cs1 | 9% | 6.2% | 4% | 14% | -6%
CC(C)OC(=O)C1OC1(C)c1ccccc1 (centres undefined) | -3% | 2.6% | / | / | /
CCNC(=S)N=Nc1c(O)n(Cc2ccc(Cl)cc2)c2ccccc12 | 4% | i | -4% | -8% | -1%
Nc1c(N(CCCO)C(=O)C2CCCC2)c(=O)[nH]c(=O)n1Cc1ccccc1 | -4% | i | -9% | 5% | /
COc1ccc(OC(=O)c2c(C)nn(-c3ccccc3)c2C)cc1 | 11% | 7.0% | -4% | 38% | 1%
Cc1nc(CN2CCN(C(=O)NC3(c4ccccc4)CC3)CC2)cs1 | -4% | 1.3% | -9% | -4% | 1%
Cc1ccc(/C=N/N2CCN(c3ccccn3)CC2)o1 | -17% | i | -2% | 7% | -4%
COCCNC(=O)C(c1ccc(OC)cc1)N(C(=O)Cn1nnc2ccccc21)c1cccnc1 (centres undefined) | -7% | 0.6% | 0% | -7% | -8% | VEEV TC-83 Vero 10K pilot screen=1.7
Later entries:
SMILES | H1N1 NS1A inhibition | VEEV TC-83 Vero | H37Rv inhibition | M. tuberculosis | PhoP GFP inhibition | others
Cc1ccc(C)c(OCCC(=O)NNC(=O)Cn2nc(C)cc2C)c1 | -4% | i | -6% | -5% | 5%
CC(C)(C)c1cc(NC(=O)c2cccs2)no1 | -6% | 7.0% | -12% | 15% | -6%
C=C(C)CSc1nc2sc3c(c2c(=O)n1-c1ccc(OC)cc1)CCN(C)C3 | / | / | 22% | 75% | 4%
Cc1ccc(C(=O)CN(CCC(=O)O)C(=O)c2ccncc2)cc1 | -5% | 0.0% | 1% | 2% | -12%
CCCc1cc(C(=O)N/N=C/c2cccn2C)cs1 | 0% | 1.4% | 46% | ? | 7%
Cc1ccc2c(c1)C(=O)CC1(CCC(C(C)(C)C)CC1)O2 (centres undefined) | -4% | 0.7% | 4% | 0% | -17%
COc1ccccc1/C=C1\SC(=O)N(CCC(=O)N2CCCCC2CCO)C1=O (centres undefined) | 1% | 5.3% | 2% | -1% | -4%
CC(NC(=O)c1ccc(S(=O)(=O)Nc2ccccc2)cc1)c1ccc(S(N)(=O)=O)cc1 (centres undefined) | -11% | 1.4% | -3% | -15% | /
COc1ccc(S(=O)(=O)NC2CC3CCC2C3)cc1Br (centres undefined) | -5% | 1.3% | -3% | 0% | 2%
CC1(c2ccccc2Cl)NC(=O)N(CC(=O)Nc2ccc(N3CCOCC3)cc2)C1=O (centres undefined) | -8% | 3.5% | -1% | -1% | /
O=C(COC(=O)c1ccc(O)cc1)Nc1ccc2c(c1)OCCO2 | -1% | 3.1% | -1% | 9% | /
COc1ccc(CN2C(=O)c3cccnc3C2=O)cc1S(=O)(=O)NCc1ccco1 | -1% | i | 2% | -17% | 1%
Fc1ccc(CN2CCCCCCC2)cc1F | -2% | i | -12% | -10% | 9%
O=C(N/N=C/c1cc([N+](=O)[O-])ccc1O)NC12CC3CC(CC(C3)C1)C2 | 5% | 4.7% | 38% | 54% | 1%
CCOc1cc(CNCc2ccc3c(c2)OCO3)ccc1OC | 4% | 0.1% | -2% | 19% | 1%
COc1cccc(CN(C)C(=O)C2CCC(=O)N(Cc3cccc(F)c3)C2)c1 (centres undefined) | 0% | 1.5% | -9% | -6% | -5%
Cc1ccc(NC(=O)CN2CCc3ccccc3C2)cc1C | 6% | 0.9% | 0% | 31% | 3%
COC(=O)c1ccccc1NC(=O)N1CCN(S(C)(=O)=O)CC1 | 1% | 0.3% | -8% | 3% | 0%
CC(=O)Nc1ccc(S(=O)(=O)NCCCN2CCOCC2)cc1 | -6% | 0.8% | -10% | -17% | 3%
Cc1ccc(S(=O)(=O)NCC(=O)NC2CCCCCC2)cc1 | 1% | 1.9% | 4% | 6% | -3%
Cc1cc(Cl)ccc1C(=O)C1CCCN(C(=O)c2ccc3ncccc3c2)C1 (centres undefined) | 4% | 0.4% | 1% | -6% | -6%
COc1ccc(CNC(=O)C2CCN(S(=O)(=O)c3ccc(Br)s3)CC2)cc1 | 11% | 1.3% | -1% | 2% | -8%
O=C(O)c1ccc(/C=N/n2c(C3CCCCC3)n[nH]c2=S)cc1 | -6% | 1.2% | 0% | 13% | -8%
CCCNC(=O)c1cc(C)no1 | -1% | 1.2% | 1% | -12% | -13%
CCOC(=O)C1CCCN(CCC(=O)Nc2c(C(=O)OC)[nH]c3cc(OC)ccc23)C1 (centres undefined) | -5% | i | -9% | 6% | 8%
(next part)
SMILES | H1N1 NS1A inhibition | VEEV TC-83 Vero | H37Rv inhibition | M. tuberculosis | PhoP GFP inhibition | others
Cc1cc(C)n(-c2nc3ccccc3nc2Nc2ccc3[nH]c(=O)[nH]c3c2)n1 | -2% | i | 2% | -5% | -14%
O=C(NCc1cccc(Cl)c1)C1CCN(c2nnc(N3CCCC3=O)s2)CC1 | -6% | 0.7% | -5% | -4% | -2%
Cc1ccc(OCC(=O)Nc2ccc(S(=O)(=O)Nc3cc(C)nc(C)n3)cc2)cc1 | -7% | 4.2% | 6% | 42% | -5%
CCN(CC)CCC(=O)Nc1cccc2c1C(=O)c1ccccc1C2=O | / | i | 17% | ? | 2%
COc1cc(OC)cc(C(=O)Nc2ccccc2-c2nnn(CC(N)=O)n2)c1 | 14% | 8.2% | 5% | 31% | -8%
O=S(=O)(NCC(c1ccc2c(c1)OCO2)N1CCOCC1)c1ccc(F)cc1 (centres undefined) | -7% | 2.5% | 10% | 9% | 4%
COC(=O)Cc1ccc(NC(=O)c2ccc(C)c(C)c2)cc1 | 0% | 0.6% | -6% | -11% | -5%
Cc1cc(C)nc(NS(=O)(=O)c2ccc(NC(=O)Nc3ccccc3F)cc2)n1 | / | i | -5% | 17% | 10%
CCOC(=O)c1c(C)nsc1NC(=O)C1CCCCC1 | 11% | i | 14% | 69% | -9%
COc1ccccc1CCNC(=O)COc1cccc2c1OC(C)(C)C2 | 0% | 11% | 6% | 35% | -1%
